GSK3A inh – blocks human GSK-3 alpha kinase | P49840 | ADP-Glo luminescence, 60 min | inhibition, % at 10 µM | actives 0.1% (n = 320,000);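 in the data active = inhibition above about 50%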;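 also: GST-tagged GSK-3 alpha with peptide substrate and 25 µM ATP; 0% = DMSO neutral wells and 100% = GW8510 positive control wells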
Target sequence (P49840 whole entry, looked up): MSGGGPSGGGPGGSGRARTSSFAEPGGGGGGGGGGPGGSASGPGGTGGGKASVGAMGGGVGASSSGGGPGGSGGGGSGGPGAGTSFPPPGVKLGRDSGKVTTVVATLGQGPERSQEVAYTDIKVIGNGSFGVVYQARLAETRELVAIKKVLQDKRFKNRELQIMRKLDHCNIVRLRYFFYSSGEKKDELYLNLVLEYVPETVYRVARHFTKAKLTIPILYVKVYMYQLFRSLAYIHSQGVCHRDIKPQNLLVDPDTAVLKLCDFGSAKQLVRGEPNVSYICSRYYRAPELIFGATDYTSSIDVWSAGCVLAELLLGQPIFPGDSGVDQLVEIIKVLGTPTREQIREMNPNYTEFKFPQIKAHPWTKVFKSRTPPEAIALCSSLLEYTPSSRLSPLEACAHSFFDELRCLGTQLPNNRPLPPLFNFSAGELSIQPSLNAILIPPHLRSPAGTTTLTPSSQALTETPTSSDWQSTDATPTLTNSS
Platelet DG rel – modulates dense granule release in human platelets | inhibition, %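 (compounds screened at 7.5 µM in platelet-rich plasma)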 | human platelet-rich plasma, SFLLRN dense granule ATP release, luminescence | actives 0.22% (n = 300,000);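 active = mean replicate score, as percent of positive control, at or above 50; inconclusive = mean below 50 but at least one replicate at or above 50; inactive = mean and every replicate below 50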
Dyrk1A ADPGlo – Dyrk1A (rat) kinase inhibition; ADP-Glo luminescence, NFATc1 peptide; actives 0.43% (n = 310,000); AID 504441; inhibition, % at 12.5 µM; Q63470; in the data active = inhibition above about 50%;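 also: plate controls were vehicle with enzyme for no effect and no enzyme for full effect; many of its hits are not listed in these tables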
GSK3beta inhib – human GSK3beta kinase inhibition | AID 2097 | P49841 | actives 0.038% (n = 300,000) | GST-GSK3beta kinase, ADP-Glo luminescence, 60 min; active compounds read low | activity score (negative = inhibition), % at 10 µM;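 active = more than half of replicate wells score below -50%, meaning over 50% inhibition versus plate controls; inconclusive = some replicates but at most half score below -50%; inactive = no replicate scores below -50%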;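 also: 0% = median DMSO wells and -100% = median GW8510 positive control wells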
Target sequence (P49841 whole entry, looked up): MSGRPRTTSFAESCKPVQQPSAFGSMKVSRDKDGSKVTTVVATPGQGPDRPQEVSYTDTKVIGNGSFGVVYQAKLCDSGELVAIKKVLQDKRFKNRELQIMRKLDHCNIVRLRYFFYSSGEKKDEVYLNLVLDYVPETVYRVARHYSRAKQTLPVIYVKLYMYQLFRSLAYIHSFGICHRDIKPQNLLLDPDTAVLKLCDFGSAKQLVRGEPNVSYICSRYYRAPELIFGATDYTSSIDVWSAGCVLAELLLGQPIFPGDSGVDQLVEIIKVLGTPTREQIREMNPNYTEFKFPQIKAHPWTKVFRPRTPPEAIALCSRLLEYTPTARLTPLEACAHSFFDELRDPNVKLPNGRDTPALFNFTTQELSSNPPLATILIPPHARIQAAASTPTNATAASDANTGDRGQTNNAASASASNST
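Assay system: GST-fused GSK3beta enzyme, cell-free / Medium: Tris pH 7.5 buffer with MgCl2, DTT, BSA, heparin / Also added: peptide substrate plus 25 µM ATP (final) / Compound: 10 µM single point / Timing: kinase reaction with compound 60 min at room temperature / Detection: ADP-Glo luminescence / Benchmarks: DMSO neutral wells and GW8510 at 20 µM as positive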
HSF1 inhib – HSF1 inhibition. NIH3T3-HGL HSE-luciferase, MG132-induced, luminescence 8 h; active compounds read low. activity change, negative = inhibition, % at 7.5 µM (by protocol). actives 0.77% (n = 300,000). AID 2098;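 active = more than half of replicate wells show activity change below -50%, luminescence cut by over half; inconclusive = some wells, but at most half, below -50%; inactive = no replicate well below -50%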;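 also: luciferase reports HSF-1 transcriptional activity via heat shock element; 0% = median of DMSO wells and -100% = zero luminescence signal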
AI-2 QS modul – modulates the Vibrio harveyi AI-2 quorum sensing system; Vibrio harveyi JMH597 AI-2 luminescence/OD600 ratio, 9 h; active compounds read low; strain lacks LuxN and CqsS sensors; 0 = neutral-control median; activity change, % at 7.5 µM; actives 0.4% (n = 300,000); in the data active = activity change below about -75%, passing the limit was not always enough; inconclusive = no clear call, values can overlap the other calls;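 also: luminescence divided by OD600 gain over 9 h not by final OD600 alone; inactives centre near 13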
HDAC3 inh – inhibitors of human histone deacetylase 3. O15379. recombinant HDAC3, fluorogenic peptide/trypsin coupled, fluorescence. inhibition, % at 8.3 µM. actives 0.15% (n = 320,000). AID 2718; in the data active = inhibition above about 26%, passing the limit was not always enough; inconclusive = no clear call, values can overlap the other calls
PolyA inh – inhibitors of polyadenylation in S. cerevisiae. calls only at 12 µM. AID 1875. actives 0.02% (n = 300,000). S. cerevisiae SKY197-pL101 polyadenylation reporter, beta-gal luminescence; efflux-impaired pdr1/pdr3 knockout yeast; score 100 = 6 SD above DMSO;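 active = lowest replicate activity score at least 50, where 100 means six control SD above control mean; inconclusive = lowest score under 50 but half or more replicates reach 50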;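 also: yeast exposed to compound for 9 h at 30 °C; higher score means more reporter readthrough which indicates perturbed polyadenylation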
HSF-1 act – increases HSF-1 driven luciferase reporter signal | NIH3T3-HGL HSF-1 luciferase reporter, MG132, 8 h; 100% = twice DMSO control signal | activation, % at 9 µM | actives 1.7% (n = 300,000);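 active = mean replicate activation of at least 50% with a set share of replicates each reaching 50%; inconclusive = only one of those two conditions met; inactive = mean below 50% and too few replicates reaching it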;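 also: 0% = median of the neutral control wells and 100% = twice that signal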
HSP90 refold inh – blocks HSP90-mediated luciferase refolding in reticulocyte lysate. Rabbit reticulocyte lysate, luciferase refolding luminescence, 3 h. inhibition, % at 5.6 µM. actives 0.91% (n = 290,000). AID 1789;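 active = inhibition above the screen-wide mean plus 3 SD, computed separately per campaign, cut at about 16% in these data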;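 also: 0% = DMSO wells and 100% = 60 µM geldanamycin wells; inhibitors lower the luminescence because luciferase stays unfolded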
Starred values were filed as active, the others as inactive; i = inactive; ? = inconclusive; / = not tested or not shown. These rows are one share of the data. The share of hits here may be higher or lower than overall.

SMILES	GSK3A inh	Platelet DG rel	Dyrk1A ADPGlo	GSK3beta inhib	HSF1 inhib	AI-2 QS modul	HDAC3 inh	PolyA inh	HSF-1 act	HSP90 refold inh
CN(C)C(=O)Cn1c(SCC(=O)Nc2ccc3c(c2)OCO3)nc2ccccc21	-4	-9	3	-1	0	-2	0	i	15	-1
O=c1c2c3nc4ccccc4nc3n(CC3CCCO3)c2ncn1CCc1ccccc1 (centres undefined)	-1	11	-8	-1	-7	15	-5	i	-6	1
COc1ccccc1CNC(=O)c1ccc(N2CCOCC2)c([N+](=O)[O-])c1	1	7	3	0	-3	22	-2	i	2	2
COc1ccc(C(=O)NNC(=O)CCC(=O)Nc2ccc(C)cc2C)cc1	-2	13	2	1	-2	12	-6	i	2	-3
COc1nc(Nc2cccc(C(F)(F)F)c2)nc(OC)n1	-2	1	3	3	22	3	2	i	59*	-1
COc1ccccc1Oc1nc2c(c(=O)n(Cc3ccccc3F)c(=O)n2C)n1C	-23	-3	2	3	1	45	-4	i	9	3
O=C(Nc1ccc(NC(=O)C2CC2)nc1)c1ccncc1	1	-4	2	-1	-3	-4	3	i	11	-2
Cc1nccn1CCC(=O)Nc1ccc(Cl)cc1	0	-3	-1	3	0	17	-1	i	-4	-1
CCc1c(C#N)c(N)nc(SCC(=O)OCc2ccccc2)c1C#N	-2	-1	0	-7	6	12	-6	i	24	-4
CC(C)c1ccccc1-n1cc[nH]c1=S	1	-3	/	1	3	2	2	i	7	0
CCC(C)NC(=O)C(Cc1ccccc1)NS(=O)(=O)c1ccc2c(c1)CCC(=O)N2 (centres undefined)	-3	0	3	1	2	1	-1	i	-10	2
COC(=O)c1ccc(NS(=O)(=O)c2cc(-c3cc(C)no3)ccc2OC)cc1	0	-6	-3	1	-14	21	-2	i	-24	-5
O=C(NCCN1CCOCC1)c1ccc(NS(=O)(=O)c2ccccc2)cc1	-3	-16	-3	-1	-3	8	?	i	0	-8
c1ccc(-c2nnc3sc(Cc4cccs4)nn23)cc1	3	0	59*	-3	0	7	-3	i	8	4
COc1ccc(CN2C(=O)CS/C2=N/N=C/c2ccccc2)cc1	1	-3	/	2	7	16	-2	i	5	2
N#C/C(=C\Nc1ccccn1)S(=O)(=O)c1ccc(Cl)cc1	0	7	-1	1	-3	26	2	i	7	-1
Cc1onc(C(=O)NCc2ccc(F)cc2)c1[N+](=O)[O-]	1	2	-3	-1	7	16	-1	i	8	3
CCOC(=O)c1sc(NC(=O)CSC(=S)N2CCN(C)CC2)nc1C	13	-1	28	-5	8	13	-3	i	7	6
CCC(C(=O)Nc1cc(C(=O)Nc2cc(C)ccn2)ccc1Cl)c1ccccc1 (centres undefined)	-1	10	6	0	-3	17	2	i	10	-4
CCCC(=O)Nc1ccccc1NC(C)=O	0	5	-8	2	-3	13	4	i	2	1
CC(=O)c1ccc2c(c1)Nc1ccccc1S2	1	4	0	3	-1	10	0	i	-3	5
O=C(O)c1cccc(NC(=O)c2cn(-c3ccccc3)nc2-c2cccc(Br)c2)c1	-4	3	5	-2	1	18	16	i	-15	-5
CSc1sc(C(=O)O)c2c1C(=O)CC(C)(C)C2	2	-3	31	0	2	6	-4	i	-10	/
O=C(NC(Cc1ccccc1)C(=O)O)/C(=C\c1ccco1)NC(=O)c1ccccc1 (centres undefined)	-5	1	-2	1	-6	7	-6	i	4	-5
CN(C)c1ccc(/C=N/NC(=O)CCc2nc3ccccc3[nH]2)cc1	-2	12	14	-2	-6	11	-1	i	-2	0
CCOC(=O)Cc1c(C)nc2c(-c3ccccc3OC)c(C)nn2c1C	3	/	3	1	1	-1	-4	i	9	-1
CN(C)CCNc1nc(S(=O)(=O)c2ccccc2)c(Cl)s1	-4	-5	/	0	-3	14	-2	i	-9	-2
N=c1oc2ccccc2cc1C(=O)Nc1ccc(F)cc1	1	4	3	-1	20	21	-5	i	42	1
Cc1ccc(C)c(N(CC(=O)NC2CCCC2)C(=O)CNC(=O)c2cccs2)c1	-4	0	2	-1	-7	15	7	i	-1	4
O=[N+]([O-])c1cccc(/C([O-])=C(/C(=S)Nc2cccc3ccccc23)[n+]2ccccc2)c1	/	1	1	-2	-5	27	/	/	-12	0
CCOC(=O)c1sc(NC(=O)Nc2ccccc2Cl)cc1C	2	-1	9	2	2	15	1	i	-7	-1
c1cnc2c(OCc3cn4cccnc4n3)cccc2c1	-2	/	10	/	/	/	4	/	/	0
COc1ccc(-c2cc(=O)oc3cc(OCC(=O)N(C)C4CCS(=O)(=O)C4)ccc23)cc1 (centres undefined)	-1	0	-2	-1	1	16	3	i	5	-8
COc1cc(C(=O)Nc2cccc(-c3cn4cccnc4n3)c2)cc(OC)c1OC	-1	13	4	0	4	15	-76	i	22	-6
COC(=O)Cc1ccc(NC(=S)Nc2cccc(C)n2)cc1	1	-27	-3	1	-4	30	-2	i	1	-3
O=C(Nc1nc(-c2ccccn2)cs1)c1cc(Cl)ccc1[N+](=O)[O-]	2	-4	-1	-2	34	74	2	i	70*	2

2 successive entries from above, quoted:
SMILES	GSK3A inh	Platelet DG rel	Dyrk1A ADPGlo	GSK3beta inhib	HSF1 inhib	AI-2 QS modul	HDAC3 inh	PolyA inh	HSF-1 act	HSP90 refold inh
COc1nc(Nc2cccc(C(F)(F)F)c2)nc(OC)n1	-2	1	3	3	22	3	2	i	59*	-1
COc1ccccc1Oc1nc2c(c(=O)n(Cc3ccccc3F)c(=O)n2C)n1C	-23	-3	2	3	1	45	-4	i	9	3

(next part)
SMILES	GSK3A inh	Platelet DG rel	Dyrk1A ADPGlo	GSK3beta inhib	HSF1 inhib	AI-2 QS modul	HDAC3 inh	PolyA inh	HSF-1 act	HSP90 refold inh
COc1nc(NCC(C)C)nc(Oc2ccc(OCc3ccccc3)nn2)n1	0	5	4	-1	4	19	15	i	15	2
Oc1ccc(N2CCN(C(=S)NCCc3ccccc3)CC2)cc1	/	1	-6	-26	0	7	6	i	11	-4
CC(=O)Nc1nnc(SCC(=O)Nc2ccc(N3CCOCC3)c(Cl)c2)s1	-2	1	-6	-2	1	23	5	i	6	3
CCn1c(=O)cc(SCC(=O)NCc2ccco2)c2ccccc21	3	8	-3	-2	-2	-6	-5	i	3	2
O=C(N/N=C\c1cc(Br)ccc1O)c1ccc(S(=O)(=O)N2CCCCC2)cc1	-7	2	-5	2	-6	1	1	i	-15	0
CCc1ccc(S(=O)(=O)Nc2cc3c(cc2C)n(C)c(=O)n3C)cc1	-1	-4	-5	-1	12	18	2	i	16	-3
COc1ccc(-n2ncc3c(NCc4cccnc4)ncnc32)cc1	-1	0	1	-3	16	4	-6	i	34	-3
Oc1ccc(C2N=C(c3ccccc3)NC(c3ccccc3)=N2)cc1	-2	/	4	/	/	/	0	/	/	-2
O=C(CN1CCN(c2ccccc2F)CC1)c1ccc(O)cc1O	12	7	0	3	-1	12	8	i	-4	-6
O=C(Cn1cc2c(n1)CCCCC2)NCc1ccccn1	0	2	-6	-1	-4	29	3	i	-3	/
Cc1ccc(C)c(Oc2cc(NC(=O)CCCn3nc(C)c([N+](=O)[O-])c3C)cc([N+](=O)[O-])c2)c1	/	8	4	1	34	28	/	i	72*	-3
COc1c(Cl)cc(Cl)cc1C(=O)Nc1ccc(NC(=O)c2cccs2)cc1	1	-4	-1	-1	7	-4	-11	i	4	2
CC(C)Cc1nnc(NC(=O)CCC(=O)NC2CCCC2)s1	-1	4	-6	-3	9	16	-1	i	32	-2
COc1cc(C(=O)NC2CCCc3ccccc32)cc(OC)c1C (centres undefined)	1	-1	1	2	-1	6	5	i	13	-1
Cn1c(-c2ccccc2Br)n[nH]c1=S	-1	1	-1	-1	-14	2	-6	i	-9	2
COc1ccc(-c2[nH]ncc2/C=N\NC(=O)c2ccc(C(C)(C)C)cc2)cc1OC	-1	0	-11	0	4	15	18	i	34	1
CCc1ccc(NC(=O)NCCN2CCc3ccccc3C2)cc1	-3	/	-5	/	/	/	4	/	/	-1
Cc1cc(=O)oc2c(CN3CCCCC3)c(O)c(Cl)cc12	-1	7	-9	-1	/	0	-422	i	/	1
O=C(NCCn1ccc2ccccc21)c1ccc(S(=O)(=O)N2CCCCC2)cc1	1	-6	-1	-6	-9	12	/	i	2	-4
Cc1cc(Cl)ccc1OCC(=O)NCC(c1cccs1)N1CCOCC1 (centres undefined)	1	-2	10	1	17	4	0	i	11	/
Cc1ccc(S(=O)(=O)N(CC(O)CN2CCOCC2)c2cccc([N+](=O)[O-])c2)cc1 (centres undefined)	-3	-11	1	-2	16	47	3	i	-3	-1
CCOc1cccc(-n2nnnc2-c2ccc(OC)cc2)c1	-3	5	-2	0	-3	25	2	i	-3	2
O=C(CSc1nc2c(c(C(F)(F)F)n1)CCc1ccccc1-2)NCc1ccco1	0	4	-5	2	12	14	5	i	-6	-3
NC(=O)C1CCN(C(=O)C2CCC(=O)N(Cc3ccc(Cl)cc3)C2)CC1 (centres undefined)	-4	-6	2	0	-11	15	-3	i	-10	-3
COc1cc(NC(=O)CN(C)S(=O)(=O)c2ccc(C)cc2)cc(OC)c1	1	-1	-2	2	8	8	1	i	-1	2
COC(=O)C1=C(C)N(C2CCCC2)C(=O)C1(NC(C)=O)C(F)(F)F (centres undefined)	0	5	11	1	0	19	6	i	1	-1
CCOC(=O)Nc1ccc(OCc2nnc3c4ccccc4c(C)nn23)cc1	1	-1	/	-2	-8	-60	-4	i	-5	1
CCn1ncc(C2=NOC(C(=O)Nc3cccc(C(C)=O)c3)C2)c1C (centres undefined)	2	5	14	5	-17	-1	6	i	2	-5
Cc1ccc(N(CC(=O)NC2CC2)S(=O)(=O)c2ccccc2)c(C)c1	1	-10	-11	2	-6	40	-3	i	-3	6
CN1CCc2c(sc3c2C(=O)NC(c2cn(Cc4ccccc4)c4ccccc24)N3)C1 (centres undefined)	1	-5	15	-4	0	30	-10	i	2	3
Cn1cc(CNCc2ccc(OC(F)(F)F)cc2)c(-c2ccc3c(c2)OCCO3)n1	-5	0	19	-1	7	21	6	i	5	2
CC(=O)c1ccc(NC(=O)c2ccc3c(c2)C(=O)N(c2ccccn2)C3=O)cc1	-2	6	13	-1	-8	-8	-6	i	-17	0
COc1ccccc1NC(=O)c1cn(C)c(=O)c2cc(OC)c(OC)cc12	-2	1	-1	3	2	17	6	i	0	1
CSCCC(NC(=O)c1cc([N+](=O)[O-])ccc1Cl)C(=O)O (centres undefined)	0	2	-2	1	-2	4	-1	i	-16	-1
COc1ccc(CNC(=S)Nc2ccc3nc(N4CCN(C)CC4)cc(C)c3c2)cc1	1	1	-5	-3	0	12	5	i	20	4
COC(=O)C1CCCN1C(=O)C1CCCN1C(=O)CNC(=O)OCc1ccccc1 (centres undefined)	-4	-3	-5	0	-2	7	-4	i	-4	5
